MITF TRPM1 inh – inhibitors of MITF-dependent TRPM1 promoter reporter, primary screen, cell-based, SK-MEL-5, single point, luciferase; inhibition, % at 12.5 µM; 330,000 tested, 0.83% active; SK-MEL-5 TRPM1 promoter luciferase, 24 h;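 active means mean inhibition across replicates of 60% or more, whatever share of single replicates reaches that level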; further: values of inactives mirror those of a sister screen read the other way
HIF-2a inh – HIF-2a reporter inhibitors, primary screen, luminescence, 786-0 RCC cells | 786-0 RCC cells HIF-2a reporter, luciferase luminescence, overnight | inhibition, % at 18.8 µM | 360,000 tested, 0.72% active | AID 624352, 2012;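 active means inhibition of the luminescence signal of 40% or more relative to plate controls, in a single-dose primary screen at 18.75 µM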
Shn3 inh set2 – reduction of Shn3 3'UTR firefly luciferase signal, primary screen, Schnurri-3 inhibitor project, cell-based, Clone20 osteoblasts, set 2. Clone20 osteoblast Shn3 3'UTR firefly luciferase, 24 h. inhibition, % at 12.5 µM. 360,000 tested, 0.52% active. AID 588674, 2011;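 active means mean inhibition of at least 75% with every replicate also reaching 75%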;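 further: 0% = median of neutral control wells and 100% = pilot-screen positive control compound; some compounds past the cut are filed as inactive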
CaV13 FRET inh – Primary screen for inhibitors of IQ motif and Ca2+-dependent inactivation inhibitor domain binding in CACNA1D, Förster resonance energy transfer in living cells, …; HEK cells, CFP/YFP FRET ICDI-IQ, plate reader, 10 min; percent FRET-ratio fall versus neutral wells; 340,000 tested, 0.098% active; inhibition, % at 12.3 µM;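 active means mean replicate inhibition of at least 30% and at least 1% of replicates passing that level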;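 further: 0% = median of the neutral control wells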
NR2E3 ag-1 – NR2E3 agonists in two-hybrid cells, primary screen, cell-based, luminescence, CHO-S, Gal4-NCOR/VP16-NR2E3; inhibition of corepressor binding, % at 3.98 µM; 360,000 tested, 0.35% active; Photoreceptor-specific nuclear receptor (Homo sapiens), Q9Y5X4; luciferase; AID 602229, 2012;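 active means inhibition above the mean of all tested compounds plus 3 SD, cut at about 70% in these data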;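 further: 0% = DMSO with NR2E3 transfected cells and 100% = cells lacking NR2E3 construct; higher means lower luciferase signal from less NR2E3 corepressor binding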
Target sequence (Q9Y5X4 whole entry, looked up, the tested form may be a part): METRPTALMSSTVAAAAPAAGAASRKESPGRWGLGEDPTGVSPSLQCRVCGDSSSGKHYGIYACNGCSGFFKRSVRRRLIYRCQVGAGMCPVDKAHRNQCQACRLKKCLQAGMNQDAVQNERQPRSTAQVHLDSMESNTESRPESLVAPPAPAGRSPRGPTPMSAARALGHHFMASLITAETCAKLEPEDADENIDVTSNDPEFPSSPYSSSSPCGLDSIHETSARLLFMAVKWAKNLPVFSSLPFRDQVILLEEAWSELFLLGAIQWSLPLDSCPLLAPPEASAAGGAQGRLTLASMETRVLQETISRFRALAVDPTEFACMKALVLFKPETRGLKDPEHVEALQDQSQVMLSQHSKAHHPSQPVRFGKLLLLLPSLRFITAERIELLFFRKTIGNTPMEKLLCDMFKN
H9c2 protect – cardioprotection against H2O2-induced cell death, primary screen, uHTS, H9c2 cells, ATPLite luminescence; protection from H2O2 cell death, % at 20 µM; H9c2 cardiomyocytes, H2O2 injury protection, 2 h; 360,000 tested, 0.63% active;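 active means compounds giving at least 50% protection of heart cells from peroxide-induced death in the single-dose screen, raw or plate-pattern-corrected value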;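 further: 0% = DMSO wells with peroxide and 100% = DMSO wells without peroxide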
iPSC survival up – enhancers of single-cell hiPSC survival, primary screen, ATPlite luminescence; survival enhancement, % at 20 µM; 100% = ROCK inhibitor wells, 0% = DMSO; 360,000 tested, 0.044% active; in the data active means survival enhancement above about 18%;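 further: cells exposed to compounds for 16 hours before the ATP read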
HTR2A ag – mouse Htr2a agonists via beta-arrestin recruitment, primary screen, cell-based, luminescence. 5-hydroxytryptamine receptor 2A (Mus musculus), P35363. CHO-K1 mHTR2A beta-arrestin complementation; percent of 30 µM serotonin response. activation, % at 7.6 µM. 360,000 tested, 0.66% active. AID 624169, 2012;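 active means activation above a run cutoff, the mean activation of all tested compounds plus 3 SD, cut at about 14% in these data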;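 further: 0% = plate median of compound wells and 100% = 30 µM serotonin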
Target sequence (P35363 whole entry, looked up): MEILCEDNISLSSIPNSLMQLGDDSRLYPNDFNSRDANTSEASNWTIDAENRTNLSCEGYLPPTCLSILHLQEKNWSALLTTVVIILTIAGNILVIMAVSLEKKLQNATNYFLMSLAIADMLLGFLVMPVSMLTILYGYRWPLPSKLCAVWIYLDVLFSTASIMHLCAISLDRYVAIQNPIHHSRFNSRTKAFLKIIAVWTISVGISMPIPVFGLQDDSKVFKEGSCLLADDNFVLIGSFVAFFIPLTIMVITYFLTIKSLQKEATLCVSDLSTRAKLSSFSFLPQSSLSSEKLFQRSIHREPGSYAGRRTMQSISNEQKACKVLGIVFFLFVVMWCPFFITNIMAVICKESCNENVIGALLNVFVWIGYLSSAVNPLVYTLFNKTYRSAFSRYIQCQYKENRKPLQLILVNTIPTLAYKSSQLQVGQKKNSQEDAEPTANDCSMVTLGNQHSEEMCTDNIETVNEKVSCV
NR2E3 ag-2 – inhibitors of NR2E3-RetCOR corepressor binding, primary screen, NR2E3 agonist project, biochemical, TR-FRET, GST-NR2E3, biotin-RetCOR; 1536-well; Photoreceptor-specific nuclear receptor (Homo sapiens), Q9Y5X4; inhibition of corepressor binding, % at 4.78 µM; AID 2300, 2010; 320,000 tested, 0.12% active;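 active means percent inhibition above the cutoff of mean plus 3 SD of all tested compounds, set per screening campaign, cut at about 20% in these data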;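 further: 0% = DMSO wells and 100% = biotin wells as full block of FRET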
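System: GST-tagged NR2E3 plus biotinylated RetCOR corepressor; Amount: 1.35 nM GST-tagged NR2E3 final; Dosing: single nominal compound dose of 4.8 µM; Schedule: 5 h incubation at 4 °C; Technique: TR-FRET with europium anti-GST and streptavidin-D2, 340 nm excitation; Controls: biotin wells as high control, 0.6% DMSO wells as low control.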
PDI turbidity – inhibitors of human PDI, primary screen, biochemical, turbidity, single point, plate reader. Protein disulfide-isomerase (Homo sapiens), P07237. PDI insulin aggregation turbidity, A650, 90 min. inhibition, % at 10 µM. 350,000 tested, 0.052% active;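 active means mean inhibition across replicates of 30% or more, whatever share of single replicates reach that level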;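 further: absorbance from insulin aggregation driven by PDI reduction with DTT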
Peg3 promoter – Peg3 promoter-driven luciferase inhibitors, primary screen, cell-based, HeLa, luciferase luminescence. 360,000 tested, 1.7% active. inhibition, % at 20 µM. HeLa PEG-Prom luciferase reporter, overnight;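 active means inhibition of at least 50% at 20 µM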
* hit, by the source's call.

Results for COCCN(C(=O)COC(=O)/C=C/c1ccco1)c1c(N)n(Cc2ccccc2)c(=O)[nH]c1=O ?
MITF TRPM1 inh: 3; HIF-2a inh: 9; Shn3 inh set2: 18; CaV13 FRET inh: -3; NR2E3 ag-1: -4; H9c2 protect: 0; iPSC survival up: 0.1; HTR2A ag: 4; NR2E3 ag-2: 0; PDI turbidity: 9; Peg3 promoter: 8

What do the screens show for `COc1ccc(CN2C(=O)c3ccccc3C2c2nnnn2Cc2ccccc2)cc1OC` (centres undefined)?
HIF-2a inh: 2; CaV13 FRET inh: -7; NR2E3 ag-1: 3; iPSC survival up: -0.5; HTR2A ag: 1

Results for CN(C)/N=C/c1ccc(N2CCOCC2)cc1 ?
MITF TRPM1 inh: -47; HIF-2a inh: -180; Shn3 inh set2: -40; CaV13 FRET inh: 7; NR2E3 ag-1: -17; H9c2 protect: -12; iPSC survival up: -0.4; HTR2A ag: 4; NR2E3 ag-2: -3; PDI turbidity: 2; Peg3 promoter: -170

What do the screens show for `Cc1ccc(-c2ccc(CCC(=O)O)n2NC(=O)c2cccs2)cc1`?
MITF TRPM1 inh: 2; HIF-2a inh: 7; Shn3 inh set2: 0; NR2E3 ag-1: -11; H9c2 protect: -4; iPSC survival up: -0.2; HTR2A ag: 1; NR2E3 ag-2: -3; PDI turbidity: 21; Peg3 promoter: 3

Results for Cc1cccc(Nc2ccccc2C(=O)OCC(=O)NCc2ccco2)c1C ?
MITF TRPM1 inh: 3; HIF-2a inh: 9; Shn3 inh set2: 1; CaV13 FRET inh: -9; NR2E3 ag-1: -6; H9c2 protect: -7; iPSC survival up: -0.2; HTR2A ag: -1; NR2E3 ag-2: 1; PDI turbidity: 0; Peg3 promoter: 22

What do the screens show for `CCCCCCNC(=O)CCNC(=O)c1cc(OC)c(OC)c(OC)c1`?
MITF TRPM1 inh: 7; HIF-2a inh: 8; Shn3 inh set2: -9; NR2E3 ag-1: 13; H9c2 protect: -1; iPSC survival up: 0.7; HTR2A ag: 2; NR2E3 ag-2: 6; PDI turbidity: -2; Peg3 promoter: 1

How did CC(C)N(Cc1cn(C)nc1-c1cccc(Cl)c1)CC1CCC(=O)N1 (centres undefined) do in these assays?
MITF TRPM1 inh: 2; HIF-2a inh: 19; CaV13 FRET inh: -3; NR2E3 ag-1: -14; H9c2 protect: -4; iPSC survival up: -0.8; HTR2A ag: 0; NR2E3 ag-2: 3; PDI turbidity: 0; Peg3 promoter: 13

What do the screens show for `C[C@H]1CN([C@@H](C)CO)S(=O)(=O)c2ccc(C#CC(C)(C)O)cc2O[C@H]1CN(C)Cc1ccccc1`?
HIF-2a inh: 4; Shn3 inh set2: 8; CaV13 FRET inh: -8; NR2E3 ag-1: -11; H9c2 protect: 0; iPSC survival up: -2.2; HTR2A ag: 7; PDI turbidity: 9; Peg3 promoter: 0

How did O=C(Nc1ccc(S(=O)(=O)Nc2nccs2)cc1)c1ccncc1 do in these assays?
HIF-2a inh: -2; Shn3 inh set2: -4; CaV13 FRET inh: -5; NR2E3 ag-1: -6; H9c2 protect: 1; iPSC survival up: 0.3; HTR2A ag: -6; Peg3 promoter: 6

Results for Cn1nnnc1SCC(=O)c1cccs1 ?
MITF TRPM1 inh: 3; HIF-2a inh: -25; Shn3 inh set2: -3; CaV13 FRET inh: -5; NR2E3 ag-1: -6; H9c2 protect: 9; iPSC survival up: -0.5; HTR2A ag: 0; NR2E3 ag-2: 3; PDI turbidity: 4; Peg3 promoter: -1

How did Cc1ccc(S(=O)(=O)NCC(=O)OCc2ccccc2)cc1 do in these assays?
MITF TRPM1 inh: 10; HIF-2a inh: 12; Shn3 inh set2: 1; CaV13 FRET inh: 3; NR2E3 ag-1: 0; H9c2 protect: -14; iPSC survival up: -0.7; HTR2A ag: -4; NR2E3 ag-2: 0; PDI turbidity: -1; Peg3 promoter: 10

How did Cc1c(C(=O)Nc2ccc3c(c2)OCCO3)cnn1C do in these assays?
MITF TRPM1 inh: 4; HIF-2a inh: 1; Shn3 inh set2: -30; CaV13 FRET inh: -2; NR2E3 ag-1: 34; H9c2 protect: -8; iPSC survival up: 0.6; HTR2A ag: -1; NR2E3 ag-2: -1; PDI turbidity: 3; Peg3 promoter: 13

Results for Cc1ccc(NC(=S)NNC(=O)c2ccccc2O)c(C)c1 ?
MITF TRPM1 inh: 9; HIF-2a inh: -78; Shn3 inh set2: 1; CaV13 FRET inh: 6; NR2E3 ag-1: -35; H9c2 protect: -10; iPSC survival up: -1.1; HTR2A ag: 1; NR2E3 ag-2: 0; PDI turbidity: 10; Peg3 promoter: -31

What do the screens show for `COc1ccc(-n2c(C)cc(C3=NNC(=NC4CC4)SC3)c2C)cc1`?
MITF TRPM1 inh: -27; HIF-2a inh: -114; Shn3 inh set2: 37; CaV13 FRET inh: -4; NR2E3 ag-1: -41; H9c2 protect: -5; iPSC survival up: -1.0; HTR2A ag: -3; PDI turbidity: -2; Peg3 promoter: -167

How did O=c1c2ccccc2c(-c2ccccc2)nn1-c1cc(Cl)ccc1[N+](=O)[O-] do in these assays?
MITF TRPM1 inh: -4; HIF-2a inh: 26; Shn3 inh set2: 12; CaV13 FRET inh: -2; NR2E3 ag-1: 6; H9c2 protect: -4; iPSC survival up: 4.3; HTR2A ag: -12; NR2E3 ag-2: 4; PDI turbidity: -5; Peg3 promoter: 22

Results for COc1ccc(Cl)cc1NC(=O)CN(C)Cc1cccs1 ?
MITF TRPM1 inh: 0; HIF-2a inh: -2; Shn3 inh set2: 17; CaV13 FRET inh: -3; NR2E3 ag-1: -18; H9c2 protect: -4; iPSC survival up: 1.0; HTR2A ag: -3; NR2E3 ag-2: -3; PDI turbidity: 3; Peg3 promoter: 11

Results for O=c1[nH]cccc1-c1nc2ccccc2n1Cc1cccc(Cl)c1 ?
MITF TRPM1 inh: 11; HIF-2a inh: 3; Shn3 inh set2: -44; CaV13 FRET inh: -20; NR2E3 ag-1: -15; H9c2 protect: -4; iPSC survival up: -0.3; HTR2A ag: 1; NR2E3 ag-2: -3; PDI turbidity: 13; Peg3 promoter: 5

How did CN1CCCN(CC(O)COCc2cccs2)CC1 (centres undefined) do in these assays?
MITF TRPM1 inh: -13; HIF-2a inh: 19; Shn3 inh set2: 15; NR2E3 ag-1: -18; H9c2 protect: 4; iPSC survival up: 3.6; HTR2A ag: 0; NR2E3 ag-2: 0; PDI turbidity: 2; Peg3 promoter: 23

What do the screens show for `CCN1CCN(C(=O)CCc2ccc(S(=O)(=O)NCCc3ccccc3)cc2)CC1`?
MITF TRPM1 inh: -10; HIF-2a inh: 9; Shn3 inh set2: 0; CaV13 FRET inh: -2; NR2E3 ag-1: 10; H9c2 protect: -2; iPSC survival up: -2.1; HTR2A ag: -2; NR2E3 ag-2: 2; PDI turbidity: 12; Peg3 promoter: 10

Results for O=C(CSc1nnc2c(n1)[nH]c1ccccc12)NC1CCCCC1 ?
MITF TRPM1 inh: 17; HIF-2a inh: 9; Shn3 inh set2: -56; CaV13 FRET inh: -3; NR2E3 ag-1: -37; H9c2 protect: -11; iPSC survival up: 2.3; HTR2A ag: 1; NR2E3 ag-2: 4; PDI turbidity: -6; Peg3 promoter: 15

Fetched by compound from the list above, three records:
How did CC(C)N(Cc1cn(C)nc1-c1cccc(Cl)c1)CC1CCC(=O)N1 (centres undefined) do in these assays?
MITF TRPM1 inh: 2; HIF-2a inh: 19; CaV13 FRET inh: -3; NR2E3 ag-1: -14; H9c2 protect: -4; iPSC survival up: -0.8; HTR2A ag: 0; NR2E3 ag-2: 3; PDI turbidity: 0; Peg3 promoter: 13

How did CN1CCCN(CC(O)COCc2cccs2)CC1 (centres undefined) do in these assays?
MITF TRPM1 inh: -13; HIF-2a inh: 19; Shn3 inh set2: 15; NR2E3 ag-1: -18; H9c2 protect: 4; iPSC survival up: 3.6; HTR2A ag: 0; NR2E3 ag-2: 0; PDI turbidity: 2; Peg3 promoter: 23

Results for Cc1ccc(NC(=S)NNC(=O)c2ccccc2O)c(C)c1 ?
MITF TRPM1 inh: 9; HIF-2a inh: -78; Shn3 inh set2: 1; CaV13 FRET inh: 6; NR2E3 ag-1: -35; H9c2 protect: -10; iPSC survival up: -1.1; HTR2A ag: 1; NR2E3 ag-2: 0; PDI turbidity: 10; Peg3 promoter: -31

Later entries
What do the screens show for `CCOC(=O)c1cc2c(C)n(-c3ccc(N(C)C)cc3)c(C)c2cc(C(=O)OCC)c1=O`?
MITF TRPM1 inh: -7; HIF-2a inh: -9; Shn3 inh set2: -14; CaV13 FRET inh: -4; NR2E3 ag-1: -40; H9c2 protect: -4; iPSC survival up: -1.7; HTR2A ag: 4; NR2E3 ag-2: -4; PDI turbidity: -5; Peg3 promoter: -6

What do the screens show for `CCOC(CNC(=O)C(=O)Nc1cc2c3c(c1)CCN3C(=O)CC2)OCC`?
MITF TRPM1 inh: 0; HIF-2a inh: 2; Shn3 inh set2: 8; CaV13 FRET inh: -2; NR2E3 ag-1: 20; H9c2 protect: -1; iPSC survival up: 0.0; HTR2A ag: -1; NR2E3 ag-2: 3; PDI turbidity: 4; Peg3 promoter: -10

Results for COc1ccc(CCNC(=O)CSc2nc3ccccc3o2)cc1 ?
MITF TRPM1 inh: 16; HIF-2a inh: 1; Shn3 inh set2: 16; CaV13 FRET inh: -6; NR2E3 ag-1: -7; H9c2 protect: -2; iPSC survival up: -0.9; HTR2A ag: -2; NR2E3 ag-2: 8; PDI turbidity: -1; Peg3 promoter: 3

How did COc1cccc(CNC(=O)COC(=O)c2nc(Cl)c(Cl)c(Cl)c2Cl)c1 do in these assays?
MITF TRPM1 inh: 33; HIF-2a inh: 58*; Shn3 inh set2: 12; CaV13 FRET inh: -6; NR2E3 ag-1: 13; H9c2 protect: -7; iPSC survival up: -0.5; HTR2A ag: 1; NR2E3 ag-2: -23; PDI turbidity: -8; Peg3 promoter: 90*

Results for CCc1nc(SCc2ccc(OC)c(Br)c2)n[nH]1 ?
MITF TRPM1 inh: -17; HIF-2a inh: -75; Shn3 inh set2: 4; CaV13 FRET inh: -15; NR2E3 ag-1: -44; H9c2 protect: 3; iPSC survival up: 0.2; HTR2A ag: -2; NR2E3 ag-2: -2; PDI turbidity: 0; Peg3 promoter: -28

Screens: PubChem, several laboratories
